Bioassay records as filed in PubChem.
GoLoco inh red: RGS12 GoLoco-Gai1 interaction inhibition. P63096. Gai1:RGS12 GoLoco peptide FP, rhodamine, 10 min. Potency, µM (doses to about 61.6 µM), without a hit: top-dose activity, negative = inhibition, actives largely listed as inhibitors. 230,000 compounds, 0.44% hits. AID 880; active = well fitted inhibition curve with a large enough effect, not every such curve was filed as active; inactive = no such curve, though single readings can be large or run the other way; also: % is scaled to controls: 0 for no effect and ±100 for the full control effect; nearly all actives have a fitted effect of over 30% in size; many of its hits are not listed in these tables
Target sequence (P63096 whole entry, looked up): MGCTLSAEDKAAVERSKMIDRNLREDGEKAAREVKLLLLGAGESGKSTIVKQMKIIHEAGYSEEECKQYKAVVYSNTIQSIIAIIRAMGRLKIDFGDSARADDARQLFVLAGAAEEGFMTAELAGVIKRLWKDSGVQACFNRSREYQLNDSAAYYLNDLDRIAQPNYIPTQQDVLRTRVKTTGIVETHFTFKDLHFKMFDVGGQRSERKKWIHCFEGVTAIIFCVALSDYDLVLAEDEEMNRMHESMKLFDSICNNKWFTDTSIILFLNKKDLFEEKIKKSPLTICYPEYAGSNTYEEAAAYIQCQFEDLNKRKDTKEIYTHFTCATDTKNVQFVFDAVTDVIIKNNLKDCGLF
ALDH1A1 block: inhibitors of human aldehyde dehydrogenase 1A1; 220,000 compounds, 7.3% hits; Potency, µM (top dose mostly 75.3 µM), for inactives: top-dose activity, negative = inhibition, most hits filed as inhibitors; Purified ALDH1A1, NADH fluorescence, propionaldehyde substrate; P00352; active = well fitted inhibition curve with a large enough effect, not every such curve was filed as active; inconclusive = small, poorly fitted or top-dose-only effect, or another doubt; inactive = no such curve, though single readings can be large or run the other way;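 also: plate controls were no enzyme wells and a reference inhibitor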
Target sequence (P00352 whole entry, looked up): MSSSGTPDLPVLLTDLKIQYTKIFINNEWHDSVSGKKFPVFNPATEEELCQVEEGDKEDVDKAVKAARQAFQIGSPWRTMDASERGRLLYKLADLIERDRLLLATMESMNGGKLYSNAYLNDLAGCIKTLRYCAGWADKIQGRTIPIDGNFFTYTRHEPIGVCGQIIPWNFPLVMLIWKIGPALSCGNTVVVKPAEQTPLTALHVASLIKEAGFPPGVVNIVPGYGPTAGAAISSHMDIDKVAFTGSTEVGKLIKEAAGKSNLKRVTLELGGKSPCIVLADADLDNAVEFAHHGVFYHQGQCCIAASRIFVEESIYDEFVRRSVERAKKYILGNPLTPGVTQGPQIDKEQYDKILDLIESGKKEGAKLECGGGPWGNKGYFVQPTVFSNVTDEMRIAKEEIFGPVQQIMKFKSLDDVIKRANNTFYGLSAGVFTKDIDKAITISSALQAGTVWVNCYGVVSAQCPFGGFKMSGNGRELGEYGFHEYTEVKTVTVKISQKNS
SMN2 splice enh: increases expression of the SMN2 splice variant. HEK293 SMN2-luciferase splicing reporter, luminescence, 30-36 h. Potency, µM (top dose mostly 46.1 µM), without a hit: at the highest dose activity change, positive = activation, most hits filed as activators. 210,000 compounds, 2.8% hits; active = well fitted activation curve with a large enough effect; inconclusive = small, poorly fitted or top-dose-only effect; inactive = no such curve, though single readings can be large or run the other way; also: % of control where 0% means no effect; nearly all actives have a fitted effect of over 55% in size
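HEK293 cells carry an SMN2 […]–luciferase reporter in which exon 7 inclusion puts luciferase in frame. Cells were plated 10-12 h before compound addition, then incubated 30-36 h at 37C. ONE-Glo luminescence was read; sodium butyrate at 4.5 mM final served as control.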
* marks the source's active call; other numbers are inactive results; ? = inconclusive; [ ] = dose if it differs, or a comment. Potency is read from the fitted curve at half-maximal effect.

structure | GoLoco inh red | ALDH1A1 block | SMN2 splice enh
O=C(O)CSCCc1ccccc1 | 8%[14.2 µM] | 12%[13.5 µM] | 4%[9.22 µM]
C[n+]1cccc(/C=C\c2ccc3cccc(O)c3n2)c1 | -6%[14.2 µM] | -1%[13.5 µM] | -9%[9.22 µM]
N[C@@H](CC1=CS(=O)(=O)c2ccc(Cl)cc21)C(=O)O | 11%[14.2 µM] | -9%[13.5 µM] | 7%[9.22 µM]
CCOC(=O)c1cnc(N(C)C)nc1SC(=N)N | -1%[14.2 µM] | ? | -12%[9.22 µM]
Cc1ccc(CSC(N)=Nc2ccccc2)cc1C | -1%[14.2 µM] | 9%[13.5 µM] | -13%[9.22 µM]
OC[C@H](CCc1c[nH]c2ccccc12)c1c[nH]c2ccccc12 | 2%[14.2 µM] | ? | -24%[9.22 µM]
CC(C)=CCNc1ncnc2c1c(C#N)cn2[C@H]1O[C@@H](CO)[C@@H](O)[C@@H]1O | -5%[14.2 µM] | -8%[13.5 µM] | -11%[9.22 µM]
O=C1/C(=C/c2cccnc2)SC(=S)N1Cc1ccco1 | -3%[14.2 µM] | 2.2µM* | -10%[9.22 µM]
O=C(CON1C(=O)c2ccccc2C1=O)c1ccccc1 | 3%[14.2 µM] | ? | -7%[9.22 µM]
OC1CC2CC[C@H](C1)N2CCCN1c2ccccc2Sc2ccc(Cl)cc21 (stereo partly specified) | 11%[14.2 µM] | 7%[13.5 µM] | -12%[9.22 µM]
Cc1cc(-c2cc(C)c(O)c(C(C)(C)C)c2)cc(C(C)(C)C)c1O | 1%[14.2 µM] | 10%[13.5 µM] | -9%[9.22 µM]
O=C1C(Cl)=C(Nc2ccc(S(=O)(=O)Nc3ccccn3)cc2)C(=O)c2ccccc21 | -33%[14.2 µM] | 0.63µM* | -22%[9.22 µM]
O=C(Nc1nn[nH]n1)c1nc(-c2ccccc2)cc(=O)[nH]1 | 1%[14.2 µM] | -14%[13.5 µM] | -4%[9.22 µM]
O=Nc1c(O)[nH]c2ccccc12.[Cu].[O-]/N=C1/C(=[OH+])Nc2ccccc21 | 0%[14.2 µM] | 1%[13.5 µM] | -6%[9.22 µM]
Nc1nccc(Nc2ccc(S(N)(=O)=O)cc2)n1 | 4%[14.2 µM] | 10%[13.5 µM] | -4%[9.22 µM]
CN(C)CN1C(=O)S/C(=C2/C(=O)N(CN(C)C)c3ccccc32)C1=O | 7%[14.2 µM] | -2%[13.5 µM] | -2%[9.22 µM]
O=C(O)C1C(C(=O)O)C(C(=O)O)C1C(=O)O (stereo unspecified) | 0%[14.2 µM] | 7%[13.5 µM] | -13%[9.22 µM]
C[C@@]1(CO)[C@H](O)CC[C@]2(C)[C@@H]1CC[C@H]1C[C@H]3C[C@]12CC[C@]3(O)COC(=O)CN | 2%[14.2 µM] | 0%[13.5 µM] | -12%[9.22 µM]
O=C1c2ccccc2C(=O)N1c1ccc(Cc2ccc(N3C(=O)c4ccccc4C3=O)cc2)cc1 | 5%[14.2 µM] | -1%[13.5 µM] | 4%[9.22 µM]
CN(C)Cc1cc(Cl)c(O)c(CN(C)C)c1 | 4%[14.2 µM] | 0%[13.5 µM] | -8%[9.22 µM]
c1ccc2c(c1)-c1ccccc1C2N1CC2CCC(CC2)C1 | -3%[14.2 µM] | 8%[13.5 µM] | -11%[9.22 µM]
c1ccc(CCNc2ccccn2)nc1 | 4%[14.2 µM] | -8%[13.5 µM] | 1%[9.22 µM]
O=C(O)c1ccc2c(c1C(=O)O)C(=O)OC2(c1ccc(O)cc1)c1ccc(O)cc1 | 2%[14.2 µM] | 2%[13.5 µM] | 4%[9.22 µM]
Nc1nc(-c2ccc3ccccc3c2)cc(-c2cc(-c3ccc4ccccc4c3)nc(N)n2)n1 | 3%[14.2 µM] | 7%[13.5 µM] | -2%[9.22 µM]
S=C1NCN2CCN(CC2)CNC(=S)C(=S)NCN2CCN(CC2)CNC1=S | -5%[14.2 µM] | ? | 9%[9.22 µM]
Nc1nc(N)c(-c2cccc(C(F)(F)F)c2)c(Cc2cccc(C(F)(F)F)c2)n1 | 4%[14.2 µM] | 7%[13.5 µM] | -2%[9.22 µM]
Nc1nc2c(C(=O)NCc3cccs3)nnn2c2cccc(Cl)c12 | 8%[14.2 µM] | -16%[13.5 µM] | -1%[9.22 µM]
C[C@]12CC[C@H]3c4ccc(O)cc4CC[C@@H]3[C@H]1C/C(=N/O)[C@H]2O | 3%[14.2 µM] | -13%[13.5 µM] | -19%[9.22 µM]
c1ccc(/C(=N/Nc2nc3ccccc3s2)c2ccccn2)cc1 | 8%[14.2 µM] | ? | -17%[9.22 µM]
O=C1c2ccccc2-c2ccc(N(Cc3ccc(Br)cc3)Cc3ccc(Br)cc3)cc21 | 8%[14.2 µM] | 1%[13.5 µM] | -1%[9.22 µM]
N[C@@H](Cc1ccnnc1)C(=O)O | -3%[14.2 µM] | -1%[13.5 µM] | -5%[9.22 µM]
CCN(CC)C[C@@H](O)c1ccc2ccc3ccccc3c2c1 | 3%[14.2 µM] | 10%[13.5 µM] | -5%[9.22 µM]
O=[N+]([O-])c1ccc2c(N=Nc3ccc4ccccc4c3O)c(O)cc(S(=O)(=O)O)c2c1 | 10%[14.2 µM] | -11%[13.5 µM] | -2%[9.22 µM]
Cc1[nH]c2ccccc2c1-c1cc(-c2cc(-c3c(C)[nH]c4ccccc34)on2)no1 | 1%[14.2 µM] | 3%[13.5 µM] | -4%[9.22 µM]
c1nnc(NCNc2nncs2)s1 | -9%[14.2 µM] | 6%[13.5 µM] | -6%[9.22 µM]
O=C(O)C[C@H](Cc1ccccc1Cl)C(=O)O | 0%[14.2 µM] | 5%[13.5 µM] | -12%[9.22 µM]
O=S(=O)(O)c1ccc(-c2nnc(-c3ccccn3)nc2-c2ccc(S(=O)(=O)O)o2)o1 | -1%[14.2 µM] | ? | 7%[9.22 µM]
CCC(=O)[C@@H](c1ccccc1)c1ccccn1 | 4%[14.2 µM] | 25%[13.5 µM] | -9%[9.22 µM]
NCCCc1ccc2oc3ccccc3c2c1 | 1%[14.2 µM] | 11%[13.5 µM] | -2%[9.22 µM]
C[C@@](N)(Cc1c[nH]c2ccccc12)C(=O)O | 2%[14.2 µM] | -3%[13.5 µM] | -14%[9.22 µM]
NC(=O)NCCS[C@H]1CCCC[C@@H]1O | 4%[14.2 µM] | 6%[13.5 µM] | -7%[9.22 µM]
O=C(O)CCCSc1ccccc1 | 5%[14.2 µM] | 22%[13.5 µM] | -17%[9.22 µM]
N/N=C1/CC(=O)NC(=O)N1 | 8%[14.2 µM] | ? | -9%[9.22 µM]
CC(C)(C)c1cc(Br)c(O)c(CN(Cc2cc(C(C)(C)C)cc(Br)c2O)C2CCCCC2)c1 | 6%[14.2 µM] | 12%[13.5 µM] | -13%[9.22 µM]
O=C(O)[C@@H]1[C@H](C(=O)O)[C@H]2C(=O)C=C[C@H]1N2Cc1ccccc1 | -4%[14.2 µM] | -10%[13.5 µM] | -12%[9.22 µM]
COc1ccc2c(c1)CCc1c(-c3noc4c3CCc3cc(OC)ccc3-4)noc1-2 | 3%[14.2 µM] | 7%[13.5 µM] | -10%[9.22 µM]
O=C(O)/C=C\C(=O)Nc1ccc2c(c1)-c1ccccc1C2 | -1%[14.2 µM] | -9%[13.5 µM] | -6%[9.22 µM]
CC(=O)O[C@H]1CC[C@]2(C)C(=CC[C@H]3[C@H]4C[C@H]5O[C@]6(CC[C@H](C)CN6)[C@H](C)[C@@H]5[C@]4(C)CC[C@@H]32)C1 | 3%[14.2 µM] | -4%[13.5 µM] | -1%[9.22 µM]
Cc1cc(C)c2nc3c(c([C@H](O)C4CCCCN4)c2c1)CC/C3=C/c1ccc(Cl)cc1 (stereo partly specified) | 7%[14.2 µM] | 10%[13.5 µM] | 10%[9.22 µM]
CC(C)(N=NC(C)(C)C1=NCCN1)C1=NCCN1 | 6%[14.2 µM] | 0%[13.5 µM] | -8%[9.22 µM]
O=C(O)C[C@H](NC(=O)CP(=O)(O)O)C(=O)O.[NH-][C@@H]1CCCC[C@@H]1[NH-].[Pt] | 7%[14.2 µM] | 8%[13.5 µM] | 2.5µM*
c1ccc2c[n+](Cc3ccnc4ccccc34)ccc2c1 | -42%[14.2 µM] | -1%[13.5 µM] | -13%[9.22 µM]
Clc1ccccc1NN(Cc1ccccn1)c1ccccc1Cl | 6%[14.2 µM] | 0%[13.5 µM] | -5%[9.22 µM]
OCCSCc1ccccc1 | -1%[14.2 µM] | 0%[13.5 µM] | -9%[9.22 µM]
O=C(NCc1cccs1)O[C@H]1C[C@H]2CC[C@@H]1C2 | -1%[14.2 µM] | 4%[13.5 µM] | -13%[9.22 µM]
N#CC[N+]1(Cc2ccccn2)CCCC1 | 7%[14.2 µM] | -5%[13.5 µM] | -8%[9.22 µM]

New compounds follow:
structure | GoLoco inh red | ALDH1A1 block | SMN2 splice enh
O=C1c2ccccc2C(=O)c2c(Nc3ccc4c5c(cccc35)C(=O)c3ccccc3-4)cccc21 | 2%[14.2 µM] | 11%[13.5 µM] | -1%[9.22 µM]
Clc1ccc(Cl)c(SCCCN2CCNCC2)c1 | 2%[14.2 µM] | 7%[13.5 µM] | -9%[9.22 µM]
c1ccc2c(CC3NCCN3)cccc2c1 | -5%[14.2 µM] | -1%[13.5 µM] | -14%[9.22 µM]
COc1cc2c(cc1O)[C@@H](c1cc(O)c(O)c(OC)c1)[C@@](O)(C(=O)O)[C@@H](CO)[C@@H]2O | -2%[14.2 µM] | 9%[13.5 µM] | -6%[9.22 µM]
Clc1ccc(CSCc2ccc(Cl)cc2Cl)c(Cl)c1 | -1%[14.2 µM] | -9%[13.5 µM] | -1%[9.22 µM]
Clc1cc2c(c(CSC3=NCN(CC4CC4)CN3)c1)OCOC2 | 8%[14.2 µM] | -6%[13.5 µM] | 8%[9.22 µM]
Cc1cccc(Cl)c1NC[C@H](O)CN1CCN(C)CC1 | -14%[14.2 µM] | 1%[13.5 µM] | -7%[9.22 µM]
C[C@H](CCC(=O)NN)[C@@H]1CC[C@@H]2[C@H]3CC[C@H]4C[C@@H](O)CC[C@@]4(C)[C@@H]3CC[C@]21C | 2%[14.2 µM] | -8%[13.5 µM] | -3%[9.22 µM]

Given with two lines to a compound: entries from further up
Second line of a record – GoLoco inh red	ALDH1A1 block	SMN2 splice enh
> Clc1ccc(Cl)c(SCCCN2CCNCC2)c1
 : 2%[14.2 µM]	7%[13.5 µM]	-9%[9.22 µM]
> c1ccc2c(CC3NCCN3)cccc2c1
 : -5%[14.2 µM]	-1%[13.5 µM]	-14%[9.22 µM]
> COc1cc2c(cc1O)[C@@H](c1cc(O)c(O)c(OC)c1)[C@@](O)(C(=O)O)[C@@H](CO)[C@@H]2O
 : -2%[14.2 µM]	9%[13.5 µM]	-6%[9.22 µM]
> Clc1ccc(CSCc2ccc(Cl)cc2Cl)c(Cl)c1
 : -1%[14.2 µM]	-9%[13.5 µM]	-1%[9.22 µM]
> Clc1cc2c(c(CSC3=NCN(CC4CC4)CN3)c1)OCOC2
 : 8%[14.2 µM]	-6%[13.5 µM]	8%[9.22 µM]
> Cc1cccc(Cl)c1NC[C@H](O)CN1CCN(C)CC1
 : -14%[14.2 µM]	1%[13.5 µM]	-7%[9.22 µM]

The list is partial; the hit share may differ from the screen's.
